IMP-1 inhibitor: blocks Pseudomonas aeruginosa IMP-1 metallo-beta-lactamase | 290,000 compounds, 0.45% hits | inhibition, % at 5.6 µM | purified IMP-1, nitrocefin hydrolysis, epi-absorbance fluorescence;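 active = inhibition above the mean plus 3 SD of all compounds in the same screening run, cut at about 4.5% in these data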;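 note: 0% = IMP-1 with DMSO and 100% = DMSO wells lacking enzyme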
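System: purified IMP-1 / Input: IMP-1 dispensed at 0.2 nM / Medium: 50 mM HEPES pH 7.1, 50 µM ZnSO4, 0.05% Brij 35 / Timing: 15 min enzyme–compound preincubation, then 25 min nitrocefin reaction, 25 °C / Technique: plate fluorescence quenching by hydrolysis product, ex 480/em 530 nm / Repeats: singlicate testing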
NALP1 yeast inh: inhibitors of NALP1 inflammasome in yeast | 280,000 compounds, 0.61% hits | inhibition, % at 10 µM | S. cerevisiae NALP1/ASC/caspase-1 growth, X-gal OD620, 72 h; in the data active = inhibition mostly above about 24%, no sharp cut-off; inactive = mostly below about 32%; note: some compounds called inactive have numbers as strong as hits
PHOSPHO1 block: PHOSPHO1 (human) inhibition; recombinant PHOSPHO1, absorbance phosphatase assay; inhibition, % at 13.3 µM; 290,000 compounds, 1.1% hits; in the data active = inhibition above about 60%
GPR7 antag: blocks human GPR7 receptor signaling; GPR7-expressing cells, fluorescence antagonist assay; inhibition, % at 4.4 µM; 290,000 compounds, 1.1% hits; in the data active = inhibition above about 16%, passing the limit was not always enough;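 note: cells stimulated with the agonist NPW; 0% = agonist with vehicle and 100% = vehicle without agonist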
p-CIP stab down: lowers stability of the mouse p/CIP coactivator protein | AID 1984 | 290,000 compounds, 0.01% hits | Q05BA5 | F442A p/CIP-EGFP cells, EGFP fluorescence, 16 h | decrease of EGFP signal, % at 10 µM;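 active = EGFP signal decrease of at least 30% at 10 µM or well 3 SD below plate mean, unless failing retest; inactive = the rest, including hits failing retest or dose response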; note: some compounds called inactive have numbers as strong as hits; many of its hits are not listed in these tables
IDE inh: inhibitors of human insulin-degrading enzyme in cells. 320,000 compounds, 0.41% hits. P14735. HEK cells, FAbetaB cleavage, fluorescence polarization. inhibition, % at 5.59 µM. AID 434962;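 active = percent inhibition above the average of all tested compounds plus 3 SD, set per screening campaign, cut at about 16% in these data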;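 note: IDE supplied by intact live HEK cells; FP after avidin binding of uncleaved biotin substrate so inhibition keeps polarization high; 0% = DMSO wells and 100% = 60 µM reference IDE inhibitor Ii1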
Target sequence (P14735 whole entry, looked up): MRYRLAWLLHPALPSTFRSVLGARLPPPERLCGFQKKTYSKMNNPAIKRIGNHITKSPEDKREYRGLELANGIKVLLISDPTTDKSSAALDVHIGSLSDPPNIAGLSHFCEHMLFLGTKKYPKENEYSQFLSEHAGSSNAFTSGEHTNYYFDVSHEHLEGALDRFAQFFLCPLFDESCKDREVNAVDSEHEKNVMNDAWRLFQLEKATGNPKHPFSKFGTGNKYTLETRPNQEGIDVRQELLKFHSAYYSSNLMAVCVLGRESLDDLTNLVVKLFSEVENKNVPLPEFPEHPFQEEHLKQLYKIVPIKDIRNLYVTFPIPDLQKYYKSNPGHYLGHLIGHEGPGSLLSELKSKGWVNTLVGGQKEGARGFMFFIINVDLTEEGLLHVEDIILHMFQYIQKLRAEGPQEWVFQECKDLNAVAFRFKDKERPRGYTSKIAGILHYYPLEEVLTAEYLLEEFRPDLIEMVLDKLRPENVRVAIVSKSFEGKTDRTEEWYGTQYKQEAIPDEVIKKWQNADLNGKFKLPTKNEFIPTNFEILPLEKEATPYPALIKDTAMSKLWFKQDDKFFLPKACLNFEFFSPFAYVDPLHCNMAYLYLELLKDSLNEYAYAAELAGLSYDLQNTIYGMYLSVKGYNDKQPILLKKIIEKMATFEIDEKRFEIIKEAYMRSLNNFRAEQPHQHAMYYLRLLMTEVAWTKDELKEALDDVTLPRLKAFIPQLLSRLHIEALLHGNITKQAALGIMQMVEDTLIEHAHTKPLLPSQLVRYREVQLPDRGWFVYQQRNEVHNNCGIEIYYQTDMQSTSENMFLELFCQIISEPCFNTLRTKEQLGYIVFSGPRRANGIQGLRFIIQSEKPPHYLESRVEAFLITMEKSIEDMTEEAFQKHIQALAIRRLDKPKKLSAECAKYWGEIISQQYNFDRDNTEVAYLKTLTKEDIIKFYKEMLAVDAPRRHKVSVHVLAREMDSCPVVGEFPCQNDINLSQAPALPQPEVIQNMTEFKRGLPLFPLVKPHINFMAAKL
VIM-2 inhibitor: inhibitors of Pseudomonas aeruginosa VIM-2 metallo-beta-lactamase. purified VIM-2, nitrocefin hydrolysis, epi-absorbance fluorescence. 290,000 compounds, 0.89% hits. inhibition, % at 5.6 µM. AID 1527;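 active = inhibition above the mean of all tested compounds plus 3 SD, cutoff set per screening run, cut at about 7.5% in these data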;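 note: red hydrolysis product quenches plate fluorescence so inhibitors raise well fluorescence; 0% = enzyme with DMSO and 100% = DMSO without enzyme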
PfM18AAP inh: PfM18AAP enzyme inhibition; recombinant PfM18AAP, H-Glu-NHMec fluorogenic cleavage; inhibition, % at 7.35 µM; 290,000 compounds, 1.2% hits; AID 1822;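 active = inhibition above the campaign mean inhibition over all tested compounds plus 3 SD, cut at about 28% in these data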;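 note: 0% = plate median of test compound wells and 100% = 2 mM ZnCl2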
IDE act: IDE (human) activation, cell-based | P14735 | HEK cells, FAbeta-B cleavage, fluorescence polarization; 0% vehicle, 100% cell-free pure enzyme wells | activation, % at 5.96 µM | 340,000 compounds, 0.073% hits;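 active = activation above the mean of all tested compounds plus 3 SD, set per screening campaign, cut at about 17% in these data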
Starred values were filed as active, the others as inactive; . = not tested or not shown.

SMILES	IMP-1 inhibitor	NALP1 yeast inh	PHOSPHO1 block	GPR7 antag	p-CIP stab down	IDE inh	VIM-2 inhibitor	PfM18AAP inh	IDE act
CC(=O)N1CCC(=NNC(=O)CSc2cc(C)c(Br)cc2C)CC1	-5.7	11	3	-8	-11	-1	-3.9	0	1
CC(C)Sc1nc2ccccc2n1CC(=O)NCc1ccc2c(c1)OCO2	-1.2	13	33	7	3	0	-2.1	5	7
Cc1cccc2cc(CN(CCN3CCCC3)C(=O)NC3CCCCC3)c(=O)[nH]c12	-1.1	18	1	-12	3	1	0.3	2	2
O=C(N/N=C/c1ccccc1C(=O)O)c1ccc(COc2cccc3cccnc23)cc1	-1.1	3	23	-6	-12	2	3.6	-4	5
Cc1cc(F)ccc1S(=O)(=O)N1CCCOC1CNC(=O)C(=O)NC1CC1 (stereo unspecified)	0.2	24	17	9	-4	2	-0.7	-1	3
CCOC(=O)Cn1nc(C)n(-c2ccc(C)cc2)c1=O	-2.0	9	-16	-6	-1	0	-6.0	0	6
C(=N\Nc1cc(N2CCCCC2)ncn1)/c1ccco1	-0.9	8	14	-15	5	-1	-1.0	0	2
Cc1ncc(CSc2nc3ccccc3[nH]2)c(N)n1	-0.1	12	24	17	-6	0	-0.4	-2	0
Cc1ccc(S(=O)(=O)N2CCC(=O)CC2)cc1	-3.9	10	34	-2	-3	3	-4.8	-16	1
CC(NC(=O)Nc1ccc2c(c1)OCO2)C1CCCO1 (stereo unspecified)	-4.6	0	4	99*	-4	2	-4.0	-5	7
CS(=O)(=O)Nc1ccc(C2=NN(C(=O)c3cccc(F)c3)C(c3cccs3)C2)cc1 (stereo unspecified)	-0.8	14	.	2	-9	-3	0.9	4	6
Cc1ccc(-c2nnc(CSc3nnc(COc4ccccc4)n3-c3ccccc3)o2)cc1	0.6	7	12	-2	8	11	2.0	9	2
CCCCNC(=O)C1CCC(CNS(=O)(=O)c2c(C)cc(C)cc2C)CC1 (stereo unspecified)	-0.6	-3	34	-16	-15	2	-1.4	-4	-1
CCCn1nc(NC(=O)c2cccs2)c2cc3cc(C)ccc3nc21	-1.7	.	-2	-9	10	-9	2.0	0	2
CCN1CCN(CCCCOc2ccccc2F)CC1	-0.1	1	-1	6	7	1	0.9	-2	6
CCOC(=O)c1ccc(NC(=S)Nc2ccc(C)cc2)cc1	-2.9	-7	48	-10	12	6	-0.6	1	-2
CN(CC(=O)N1CCN(c2ccccc2)CC1)S(=O)(=O)c1cccs1	-1.8	-28	-4	-3	5	4	-1.3	-2	6
Cc1noc(NS(=O)(=O)c2ccc(NC(=O)C(C)C)cc2)c1C	-3.3	13	24	-2	1	1	-3.3	-4	7
N#C/C(=C\c1ccc(C#N)cc1)C(=O)c1ccccc1	-1.1	13	51	-1	3	.	0.3	7	3
NC1=NC[C@H](Cc2ccc(O)cc2)N1CCC12CC3CC(CC(C3)C1)C2	.	.	40	.	-10	5	.	.	4
CC(=O)N1NC(=Nc2ccccc2)SC1(C)C	-0.1	3	16	-2	-8	4	-4.9	2	4
CN(C)c1ccc(NC(=O)c2sc(SCC(=O)Nc3nccs3)nc2N)cc1	3.4	4	67*	-6	4	-2	-5.2	7	4
O=C(N/N=C1\CCSC1)c1cc(Cl)ccc1O	-2.1	1	8	4	24	-4	-0.4	4	5
C=CCN1C(=O)/C(=C\c2cccc(OC(=O)c3ccco3)c2)SC1=S	0.4	2	28	5	-8	4	-1.3	9	1
CC(O)C(NS(=O)(=O)c1ccc(Cl)cc1)C(=O)OCc1cc([N+](=O)[O-])cc2c1OCOC2 (stereo unspecified)	-2.1	10	35	-4	-7	1	-1.7	1	6
SMILES	IMP-1 inhibitor	NALP1 yeast inh	PHOSPHO1 block	GPR7 antag	p-CIP stab down	IDE inh	VIM-2 inhibitor	PfM18AAP inh	IDE act
COc1ccc(S(=O)(=O)N(C)CC(=O)NCCN2CCOCC2)cc1Cl	-5.4	3	-6	2	4	4	-3.0	-4	0
Cc1cc(C)nc(Nc2n[nH]c(Cc3ccccc3)n2)n1	0.3	9	-6	-6	0	.	-0.9	-14	.
Cc1cc(C)c2c(N)c(C(=O)Nc3ccccc3Br)sc2n1	0.0	9	.	1	-3	13	1.6	-9	-17
Cc1ccc(C)c(OCCn2cc(C(=O)O)c3ccccc32)c1	-2.5	9	16	95*	0	5	-2.1	-9	.
CCCCc1nc(SCC(=O)Nc2ncccn2)n[nH]1	-0.5	10	30	-11	-7	-4	-2.0	-8	1
O=[N+]([O-])c1ccc(N/N=C2\CC3CC=CC23)cc1 (stereo unspecified)	-1.3	-13	12	11	11	0	1.1	9	-5
Cc1ccn2c(C(=O)N/N=C\c3cccs3)c(C)nc2c1	-2.3	15	-7	-4	-18	8	-2.2	1	-6
CCCCC1CCC(C(=O)Nc2ccc(S(=O)(=O)Nc3nccs3)cc2)CC1 (stereo unspecified)	0.3	19	-2	-14	-3	1	-0.6	-18	3
S=C(Nc1ccc(Cl)cc1)N(CCCN1CCOCC1)Cc1ccco1	-0.8	15	-15	-3	-1	3	-2.7	4	8
COc1ccc(OCC(=O)NN2Cc3ccccc3C2=N)cc1	-3.5	-3	17	-5	-8	0	-2.6	1	-4
O=C(NCCN1CCCCCC1)C1CC(=O)N(CCc2ccccc2)C1 (stereo unspecified)	-4.0	6	47	-11	6	8	-1.3	6	5
CCOC(=O)C1(C)C=C(Nc2ccccc2)C(=O)N1c1ccccc1 (stereo unspecified)	-2.1	8	57	3	-9	3	0.5	3	2
c1ccc(-c2nnnn2-c2ccccc2)cc1	-1.2	7	41	-14	8	.	-2.0	-7	-4
CN(C(=O)c1ccc(OC2CCN(Cc3ccccn3)CC2)cc1)C1CCCCC1	-4.5	2	33	-1	-16	8	-2.7	-3	-3
Cc1ccc(/C=N/NC(=O)c2ccc(NC(=O)c3ccccc3Cl)cc2)o1	-2.1	-13	28	-1	4	3	-5.6	16	3
O=C(CNC(=O)C1COc2ccccc2O1)N/N=C\c1cccc(O)c1 (stereo unspecified)	-3.9	12	-12	-10	-2	0	-3.5	2	11
Cc1ccc(S(=O)(=O)N2CCC(C(=O)OCC(=O)N3CCc4ccccc43)CC2)cc1	-3.3	7	-11	-7	3	1	-1.4	-8	5
COC(=O)c1ccccc1-c1ccc(/C=N/NC(N)=O)o1	-3.5	.	32	7	-13	6	-3.5	-2	10
Cn1c(=O)c2c(SCc3c(F)cccc3Cl)nc(CC(C)(C)C)nc2n(C)c1=O	-4.3	41	-18	-4	-7	-4	-4.6	2	6
CCc1ccc(N2C(=O)CN(CC(=O)OC)C2=S)cc1	-0.5	-18	-12	18	-3	1	1.0	0	0
COCCNC(=O)CSc1nc2cc(OC)c(OC)cc2c(=O)n1CCC1=CCCCC1	-2.3	-2	-9	-1	7	.	-1.8	2	7
Cc1ccn2cc(CCNC(=O)COc3ccccc3)nc2c1	-1.7	15	42	-11	4	11	-1.0	-7	2
Nc1ccc2nc3c(c(Cl)c2c1)CCCC3	-1.5	1	11	6	-4	0	-2.0	-10	-3
CC1CCc2sc(C(=O)N=Nc3c(O)[nH]c4ccccc34)cc2C1 (stereo unspecified)	-4.6	.	7	-9	-1	4	-2.9	-11	.
CCN(c1ccccc1)S(=O)(=O)c1ccc(OC)c(NS(=O)(=O)c2cccs2)c1	-1.4	-3	-10	-3	-32	3	-2.8	-13	4

Whole records as entered above. Screens in order: IMP-1 inhibitor | NALP1 yeast inh | PHOSPHO1 block | GPR7 antag | p-CIP stab down | IDE inh | VIM-2 inhibitor | PfM18AAP inh | IDE act
O=C(CNC(=O)C1COc2ccccc2O1)N/N=C\c1cccc(O)c1 (stereo unspecified) reads -3.9 | 12 | -12 | -10 | -2 | 0 | -3.5 | 2 | 11
Cc1ccc(C)c(OCCn2cc(C(=O)O)c3ccccc32)c1 reads -2.5 | 9 | 16 | 95* | 0 | 5 | -2.1 | -9 | .

New compounds follow
SMILES	IMP-1 inhibitor	NALP1 yeast inh	PHOSPHO1 block	GPR7 antag	p-CIP stab down	IDE inh	VIM-2 inhibitor	PfM18AAP inh	IDE act
CC1(C)CC(=O)C=C(NC2CC(C)(C)NC(C)(C)C2)C1	-3.9	8	-8	0	3	-1	-2.6	-6	3
O=S(=O)(Nc1nc(-c2sccc2Cl)cs1)c1cc(Cl)ccc1Cl	1.5	-3	-22	-11	5	-3	4.8	3	5
CC1(C)Cc2ccccc2-c2nc3ccccc3c(=O)n21	-3.3	12	5	-7	-12	-1	-0.9	-9	3
COc1ccc(C#Cc2ccc3c(c2)c(=O)c2ccccc2n3C)cc1	4.2	4	-24	-7	10	0	15*	16	3
CC(=O)Nc1ccc(OCC(=O)NCc2ccc3c(c2)OCO3)cc1	-1.2	-7	-9	-8	6	1	-1.6	-9	-5
O=C(CN1CCN(c2ccc(F)cc2)CC1)Nc1ccc(F)c(F)c1	-1.7	26	11	7	15	-1	-4.4	-10	5
CC(=O)Nc1ccc(Br)cc1C(=O)C(=O)O	-4.2	12	-4	-7	0	0	-3.2	-11	4
BrCCOCCOc1ccc2ccccc2c1	-2.5	31	8	-8	1	-2	-1.0	11	5
O=C(CC1C(=O)NCCN1C(=O)Nc1ccccc1)Nc1ccc2c(c1)OCO2 (stereo unspecified)	-2.2	-4	-4	-13	3	1	-1.4	8	5
COc1ccc2c(c1)CC/C(=C\c1ccc(OC)c(Cn3nc(C)cc3C)c1)C2=O	-5.4	4	2	7	-3	4	-5.8	-50	7
CC1=C(C(=O)OCC2CCCO2)C(c2coc3ccccc3c2=O)C2=C(CC(C)(C)CC2=O)N1 (stereo unspecified)	-0.8	-3	-16	10	7	2	-0.2	2	-2
C=CCN(CC=C)C(=O)c1cccc(OC2CCN(S(=O)(=O)N(C)C)CC2)c1	-3.1	15	24	-8	3	2	-3.1	-18	1
Cc1ccc(S(=O)(=O)CC(=O)Nc2ccc(F)c(F)c2F)cc1	-1.1	16	41	-12	1	1	-1.4	-5	11
Cc1ccccc1OCC(=O)Nc1ccccc1NC(=O)c1ccco1	-3.3	5	15	6	7	9	-0.2	-3	1
O=C(CNC(=O)c1ccccc1Cl)N/N=C/C=C/c1ccccc1	-0.9	4	10	-7	-3	-2	-2.3	4	1
CC(=O)N1C(=O)NC2=C(C(=O)CCC2)C1c1cccc([N+](=O)[O-])c1 (stereo unspecified)	-0.3	25	23	-7	-4	0	-2.1	-1	3
O=C(NCCCCc1ccccc1)c1ccccc1Cl	-1.8	-7	4	-15	3	1	-0.7	0	6
Cc1ccccc1CNC(=O)C(=O)Nc1nccs1	-4.0	-3	-2	-12	-22	4	-5.5	2	-1
COc1cccc(NC(=O)c2nn(C)c(C(=O)Nc3cccc(OC)c3)c2[N+](=O)[O-])c1	-1.4	5	40	-13	-5	2	-1.9	-1	6
COc1ccc(CNS(=O)(=O)c2cc3c(cc2C)N(C)CCO3)cc1	-2.5	8	28	5	9	-1	-3.6	10	4
COc1ccccc1/C=N/NC(=O)c1nnn(-c2nonc2N)c1CSC1=NCCS1	-1.1	-5	-15	-3	3	-1	-1.6	13	6
O=C(COC(=O)c1ccc(O)cc1)Nc1cccc(S(=O)(=O)N2CCCCC2)c1	-2.7	0	-4	-6	-10	3	-3.3	3	-2
O=C(NC1CCCC1)C1CCC(=O)N1C1CCCC1 (stereo unspecified)	-0.5	4	41	-10	-9	2	-2.0	5	4

From PubChem
